ERAP1 HTS inh: inhibitors of human ERAP1 aminopeptidase; recombinant ERAP1, Leu-AMC fluorescence, 60 min; inhibition, % at 10.7 µM; Q9NZ08; AID 652197; 340,000 tested, 0.15% active;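 active means mean replicate inhibition of at least 30%, or all replicates individually reaching that 30% level; inactive means mean below 30% and not every replicate reaching it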;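 further: 0% = neutral control wells and 100% = L-leucinethiol positive control wells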
RAD54 branch: RAD54 (human) branch migration inhibition. inhibition, % at 10.4 µM. RAD54 Holliday junction branch migration, FAM/BHQ fluorescence. AID 602329. 360,000 tested, 0.14% active;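 active means mean normalized replicate activity at least 40 and at least half of replicates scoring 40 or more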;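 further: 0% = median of neutral control wells and 100% = median of positive control wells; inhibitors cause a drop in the FAM fluorescence signal; in these data hits start at about 50%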
Cneo AK release: causes C. neoformans cell lysis. adenylate kinase release luminescence, 4 h; normalised: neutral wells 0, clomiphene wells 100. lysis activity, % at 15 µM. 360,000 tested, 0.2% active;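 active means mean lysis activity across replicates of at least 80%, whatever share of replicates individually reach that level; inactive means mean lysis activity below 80%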
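Assay system: C. neoformans cells. Amount: yeast cell density of 5 × 10^6 cells/mL. Technique: AK luminescence. Buffer or medium: YPD. Times: static 4 h at 37 °C with compound, 1 h detection. Dosing: single-point compound dose. Read-out: lysis from increased AK signal.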
PGC1a acetyl inh: PGC1a acetylation modulation, inhibitor mode. U2OS PGC1a acetylation, AlphaScreen anti-acetyl-lysine; with virally co-expressed GCN5 acetyltransferase. inhibition, % at 15.6 µM. 350,000 tested, 0.17% active. AID 651687;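 active means every replicate shows inhibition of at least 40%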;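 further: 0% = neutral control wells and 100% = positive control wells; some results beyond the cut were filed as inactive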
miR122 inh: miR-122 inhibition in Huh7 cells | Huh7 miR-122 Renilla luciferase sensor, 48 h; neutral wells = 0, positive control = 100 | activation (reporter increase), % at 12.5 µM | 340,000 tested, 0.3% active;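 active means mean replicate activation score at least 90 and every replicate individually at or above 90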;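 further: higher luciferase means less miR-122 activity so hits act as miR-122 inhibitors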
RAD52 anneal inh: blocks human RAD52 DNA annealing; P43351; recombinant RAD52 DNA annealing, FRET fluorescence; inhibition, % at 18.7 µM; 360,000 tested, 0.46% active;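 active means every replicate showing at least 50% inhibition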
Target sequence (P43351 whole entry, looked up): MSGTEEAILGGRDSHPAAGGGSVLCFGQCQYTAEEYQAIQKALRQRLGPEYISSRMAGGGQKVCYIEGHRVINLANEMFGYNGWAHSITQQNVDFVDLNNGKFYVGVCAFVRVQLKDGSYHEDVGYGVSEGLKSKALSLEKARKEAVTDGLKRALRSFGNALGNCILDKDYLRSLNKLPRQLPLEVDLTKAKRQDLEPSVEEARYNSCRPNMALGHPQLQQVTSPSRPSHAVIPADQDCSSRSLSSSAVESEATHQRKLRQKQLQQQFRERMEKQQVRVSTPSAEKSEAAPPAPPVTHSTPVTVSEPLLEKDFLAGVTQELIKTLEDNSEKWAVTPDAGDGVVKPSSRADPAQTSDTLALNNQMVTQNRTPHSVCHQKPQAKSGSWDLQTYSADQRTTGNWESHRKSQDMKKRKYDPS
PglD inh: blocks C. jejuni PglD acetyltransferase activity; 360,000 tested, 0.098% active; inhibition, % at 12.5 µM; purified PglD enzyme, DTNB colorimetric CoA detection; AID 602405; in the data active means inhibition above about 16%, passing the limit was not always enough; further: strong numbers were not always called active
E-selectin induc: E-selectin induction on HUVECs | P16581 | HUVEC E-selectin immunofluorescence imaging; normalized: neutral wells 0, TNF-alpha wells 100 | activation, % at 7.58 µM | 260,000 tested, 0.37% active;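 active means mean E-selectin-positive cell signal at least 10% of the positive control, reached in at least 60% of replicates, without over 20% cell loss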;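 further: in these data hits start at about 27%; measured in HUVEC primary endothelial cells; signal is the percent of cells scored E-selectin positive by PE staining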
Target sequence (P16581 whole entry, looked up): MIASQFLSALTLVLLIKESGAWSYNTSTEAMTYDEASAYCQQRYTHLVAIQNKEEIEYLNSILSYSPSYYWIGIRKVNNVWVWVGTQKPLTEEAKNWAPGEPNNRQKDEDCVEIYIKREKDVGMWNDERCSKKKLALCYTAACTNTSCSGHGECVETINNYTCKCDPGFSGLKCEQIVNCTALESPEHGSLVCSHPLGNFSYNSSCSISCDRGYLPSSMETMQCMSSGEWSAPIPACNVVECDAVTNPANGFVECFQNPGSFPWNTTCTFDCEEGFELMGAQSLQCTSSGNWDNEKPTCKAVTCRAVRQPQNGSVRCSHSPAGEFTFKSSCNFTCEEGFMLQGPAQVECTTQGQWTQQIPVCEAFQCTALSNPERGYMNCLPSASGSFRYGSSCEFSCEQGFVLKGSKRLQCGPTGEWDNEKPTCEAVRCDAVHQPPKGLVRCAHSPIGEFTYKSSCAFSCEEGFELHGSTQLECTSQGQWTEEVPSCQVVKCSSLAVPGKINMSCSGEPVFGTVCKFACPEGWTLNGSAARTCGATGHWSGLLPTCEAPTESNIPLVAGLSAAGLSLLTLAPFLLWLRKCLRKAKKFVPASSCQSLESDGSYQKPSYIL
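Read-out basis: % PE-positive cells; Test system: HUVEC primary endothelial cells; Technique: immunofluorescence imaging; Dosing: single-point compound dose.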
An asterisk follows results filed as active; · = no result given; [ ] = remark or other dose.

Values run as follows: ERAP1 HTS inh	RAD54 branch	Cneo AK release	PGC1a acetyl inh	miR122 inh	RAD52 anneal inh	PglD inh	E-selectin induc
1: O=C(CCS(=O)(=O)c1ccc(Br)cc1)Nc1ccccn1
 : ·	-5.1	-0.4	-5.0	-3.4	·	-0.5	·
2: CC(=O)N1CCCN(Cc2cn(-c3cc(C)ccc3C)nc2-c2ccccc2)CC1
 : -5.9	-11.6	-0.9	-8.3	11.1	-19.7	2.4	·
3: C/C(=N\NC(=O)CSc1nc2ccccc2o1)c1cccc(O)c1
 : -1.4	-0.3	2.1	-0.3	-2.6	-15.1	-3.5	2.6
4: COCC(=O)N1C[C@@H](C)[C@@H](OC)CN(C)C(=O)c2ccc(NC(=O)c3ccc(OC)cc3)cc2OC[C@@H]1C
 : ·	2.7	46.4	14.6	·	1.7	1.4	-0.2
5: Cc1ccc(N2CC(C(=O)N3CCN(C(=O)c4ccco4)CC3)CC2=O)cc1 (stereo not drawn)
 : ·	-10.8	-0.9	-7.9	-2.3	·	-3.0	·
6: Cn1c(CCNC(=O)c2ccco2)nc2cc(NC(=O)c3ccco3)ccc21
 : ·	2.0	-1.4	-2.4	-6.6	·	-1.1	·
7: CCOc1ccccc1NC(=O)CN(c1ccc(C)cc1)S(=O)(=O)c1c(C)noc1C
 : -5.9	2.8	-0.4	-7.6	2.1	-5.8	1.3	-1.3
8: CC(=O)C[C@@H](O)CC(=O)[C@@H]1OC(=O)CCCCC/C=C/Cc2ccccc21
 : -0.1	0.8	-0.2	-1.4	-1.7	-15.7	-1.7	-0.2
9: N#C/C(=C\c1ccc(O)c(Br)c1)C(=O)NCc1ccccc1
 : -0.6	·	·	42.2	-8.0	-11.9	·	-1.6
10: O=C(NCC(=O)N1CCN(C(=O)c2ccco2)CC1)c1cccc(Cl)c1
 : -1.7	11.1	-1.8	·	·	-6.2	4.0	0.6

More records follow.
Values run as follows: ERAP1 HTS inh	RAD54 branch	Cneo AK release	PGC1a acetyl inh	miR122 inh	RAD52 anneal inh	PglD inh	E-selectin induc
11: CCC1(c2ccc(F)cc2)NC(=O)N(CC(=O)Nc2ccc(-c3nc4ccc(C)cc4s3)cc2)C1=O (stereo not drawn)
 : ·	-7.6	-3.4	·	271.3*	·	-6.7	9.4
12: COC(=O)C(NC(=O)c1ccccc1)(Nc1cc(C)cc(C)n1)C(F)(F)F (stereo not drawn)
 : ·	-7.3	3.8	5.1	1.3	·	-1.2	-0.7
13: COc1ccc(NC(=O)N(C)C[C@H]2Oc3ccc(NS(=O)(=O)c4ccc(Cl)cc4)cc3CC(=O)N([C@@H](C)CO)C[C@H]2C)cc1
 : 1.3	-2.3	-2.5	-7.5	9.4[16.7 µM]	10.6	1.8	0.7
14: O=C1c2ccccc2-c2cccc(NS(=O)(=O)c3ccc(C(F)(F)F)cc3)c21
 : ·	-9.7	0.5	7.0	-2.1	·	0.9	·
15: C[C@@H]1CCCCO[C@@H](CN(C)C(=O)CCC(F)(F)F)[C@@H](C)CN([C@H](C)CO)C(=O)c2cc(NC(=O)Nc3ccc(F)cc3)ccc2O1
 : -3.9	9.4	2.8	9.1	0.5[16.7 µM]	7.6	5.0	-0.1
16: COCC(=O)N1[C@@H](C#N)[C@H](c2ccccc2-c2ccccc2F)[C@@H]1CO
 : 0.3	·	·	7.0	·	-1.9	·	-0.1
17: COc1ccc(NC(=O)Nc2cccc3c2O[C@H](CN(C)Cc2ccc4c(c2)OCO4)[C@H](C)CN([C@H](C)CO)C3=O)cc1
 : 5.6	-3.6	-0.1	1.4	-4.9[16.7 µM]	15.6	1.2	-0.5
18: COc1ccc(CCNC(=O)c2sc3nc4n(c(=O)c3c2C)CCC4)cc1
 : 1.8	-2.4	-5.7	11.3	1.3	-3.8	-8.8	6.3
19: c1ccc2c(c1)ncn2Cc1nnc2sc(-c3ccncc3)nn12
 : ·	-5.4	4.0	·	-1.1	·	4.7	·
20: C=C[C@]12CC[C@H](OC(C)=O)CC1=CCC1C2CC[C@@]2(C)C1CCC21OCCO1 (stereo partly drawn)
 : -6.8	-1.9	-2.0	-5.8	1.4	-8.1	1.6	0.4

3 records drawn at random from the list so far:
Values run as follows: ERAP1 HTS inh	RAD54 branch	Cneo AK release	PGC1a acetyl inh	miR122 inh	RAD52 anneal inh	PglD inh	E-selectin induc
12: COC(=O)C(NC(=O)c1ccccc1)(Nc1cc(C)cc(C)n1)C(F)(F)F (stereo not drawn)
 : ·	-7.3	3.8	5.1	1.3	·	-1.2	-0.7
17: COc1ccc(NC(=O)Nc2cccc3c2O[C@H](CN(C)Cc2ccc4c(c2)OCO4)[C@H](C)CN([C@H](C)CO)C3=O)cc1
 : 5.6	-3.6	-0.1	1.4	-4.9[16.7 µM]	15.6	1.2	-0.5
13: COc1ccc(NC(=O)N(C)C[C@H]2Oc3ccc(NS(=O)(=O)c4ccc(Cl)cc4)cc3CC(=O)N([C@@H](C)CO)C[C@H]2C)cc1
 : 1.3	-2.3	-2.5	-7.5	9.4[16.7 µM]	10.6	1.8	0.7

Next compounds
Values run as follows: ERAP1 HTS inh	RAD54 branch	Cneo AK release	PGC1a acetyl inh	miR122 inh	RAD52 anneal inh	PglD inh	E-selectin induc
21: Cc1cc(C)nc(NC(=O)Nc2ccc3c(c2)OCO3)c1
 : -5.0	3.6	0.8	4.1	6.7	-3.6	-3.9	0.5
22: CCN(CC(=O)Nc1cc(Cl)ccc1C)C(=O)c1cc(S(=O)(=O)N2CCCCCC2)ccc1OC
 : -1.0	7.7	3.4	·	3.1	-1.5	-2.4	-0.2
23: COc1ccc(C)cc1Nc1cc(C)nc2ncnn12
 : ·	3.6	-3.4	3.9	-3.1	-94.2	2.9	-0.2
24: CCc1cccc(NC(=O)c2cc(S(=O)(=O)N(C)C)ccc2N2CCCC2)c1
 : 2.2	-5.2	6.1	-6.7	-0.7	-8.7	0.9	-0.1
25: COc1ccc(-c2nc3ccccc3nc2-c2ccc(OC)c(OC)c2)cc1OC
 : 29.3	-1.3	-2.0	0.3	-11.3	-2.1	2.9	·
26: C[C@H](CO)N1C[C@H](C)[C@H](CN(C)Cc2ccccn2)Oc2ncc(C#CC3(O)CCCC3)cc2C1=O
 : -0.6	0.4	-2.5	6.3	10.9[16.7 µM]	-3.1	4.6	0.7
27: CC(C)c1ccc(N(C(=O)CNC(=O)c2ccco2)C(C(=O)NC2CCCC2)c2ccncc2)cc1 (stereo not drawn)
 : 0.9	-4.2	0.3	·	·	-2.8	-4.8	·
28: Cc1cccc(-c2ccc([C@H]3[C@@H](CO)N4C(=O)CN(C(=O)c5ccccc5)C[C@@H]34)cc2)c1
 : 1.7	·	·	0.5	·	-1.8	·	0.3
29: Cc1cccc(NC(=O)C[n+]2cccc(C)c2)c1
 : -6.4	7.1	1.3	-10.2	-2.8	-9.1	3.4	·
30: C[C@@H]1CN([C@H](C)CO)C(=O)c2cc(/C=C/c3ccccc3)cnc2O[C@@H]1CN(C)C(=O)C1CCOCC1
 : 0.3	-4.9	-0.1	-1.6	0.9[16.7 µM]	2.6	2.1	-0.1

New compounds follow
Values run as follows: ERAP1 HTS inh	RAD54 branch	Cneo AK release	PGC1a acetyl inh	miR122 inh	RAD52 anneal inh	PglD inh	E-selectin induc
31: COCCN(C(=O)CCC(=O)Nc1nccs1)C(C(=O)NC(C)(C)C)c1ccc(F)cc1 (stereo not drawn)
 : 5.1	0.8	2.5	-1.6	0.8	-9.6	2.7	0.0
32: Cc1ccc(Nc2nc3ccccc3n3nnnc23)cc1
 : 2.2	·	0.7	4.6	17.4	-10.1	1.4	·
33: CO[C@H]1CN(C)C(=O)c2ccc(NC(C)=O)cc2OC[C@H](C)N(S(C)(=O)=O)C[C@@H]1C
 : -3.5	0.3	-3.7	·	2.0[16.7 µM]	-11.6	1.8	-0.3
34: O=C(Nc1cccc(Cl)c1)c1cnn2cccnc12
 : ·	-6.4	-10.2	-4.4	3.1	·	-4.0	·
35: CCN(CC(=O)Nc1c(F)cccc1F)C(=O)Cc1c(C)nc2ccccc2c1C
 : -2.9	-0.6	2.2	3.6	9.1	-16.6	1.0	·
36: CC1(C)CC(=O)C2=C(C1)OC(N)=C(C#N)C2C1CC=CCC1 (stereo not drawn)
 : -2.8	-4.7	-0.3	-4.5	-1.7	-4.5	-1.6	·
37: Cc1ccc(NC(=O)c2ccc3nsnc3c2)c(Cl)c1
 : -1.2	4.1	-2.0	·	8.3	-3.0	-2.7	·
38: COc1ccc(C)cc1NC(=O)C1CCN(S(=O)(=O)c2cccc3nonc23)CC1
 : 1.1	-12.9	4.7	-9.9	-4.7	-7.2	0.4	-0.1
39: CC(Sc1ccccc1)C(=O)Nc1ccc(N2CCOCC2)cc1 (stereo not drawn)
 : ·	-3.8	0.7	-8.8	-10.3	·	5.7	·
40: C[C@@H]1CN([C@@H](C)CO)C(=O)c2cccc(NS(=O)(=O)c3cn(C)cn3)c2O[C@H]1CN(C)S(=O)(=O)c1cccs1
 : -0.5	3.0	-0.3	10.2	-0.4[16.7 µM]	-8.8	1.4	0.0

Of the compounds above, two have a thiophene ring, fused or not.
Values run as follows: ERAP1 HTS inh	RAD54 branch	Cneo AK release	PGC1a acetyl inh	miR122 inh	RAD52 anneal inh	PglD inh	E-selectin induc
18: COc1ccc(CCNC(=O)c2sc3nc4n(c(=O)c3c2C)CCC4)cc1
 : 1.8	-2.4	-5.7	11.3	1.3	-3.8	-8.8	6.3
40: C[C@@H]1CN([C@@H](C)CO)C(=O)c2cccc(NS(=O)(=O)c3cn(C)cn3)c2O[C@H]1CN(C)S(=O)(=O)c1cccs1
 : -0.5	3.0	-0.3	10.2	-0.4[16.7 µM]	-8.8	1.4	0.0

(cont.)
Values run as follows: ERAP1 HTS inh	RAD54 branch	Cneo AK release	PGC1a acetyl inh	miR122 inh	RAD52 anneal inh	PglD inh	E-selectin induc
41: CCOC(=O)CSc1nnc(CSc2nc(C)cc(C)n2)n1Cc1ccco1
 : ·	-10.2	-2.5	22.2	5.3	·	-3.4	-0.4
42: O=C(Cn1c(=O)sc2ccccc21)NCCOc1ccccc1F
 : ·	3.1	0.6	15.2	2.9	·	-0.5	·
43: COc1ccc(CN(C)C[C@@H]2Oc3ccc(NC(=O)C4CC4)cc3C(=O)N([C@@H](C)CO)C[C@H]2C)cc1
 : 1.2	10.8	91.9*	-0.7	12.1[16.7 µM]	-7.2	0.2	0.0
44: C[C@H](CO)N1C[C@H](C)[C@@H](CN(C)C(=O)c2ccccc2F)Oc2ncc(-c3cccnc3)cc2C1=O
 : 0.0	-15.1	-0.2	-8.8	-11.0[16.7 µM]	15.0	0.0	-0.1
45: CCOC(=O)c1c(NC(=O)CSc2ncn[nH]2)sc(C(C)=O)c1C
 : -0.6	-6.3	3.8	-13.2	-6.0	10.6	-1.5	-1.0
46: COCCc1ccc(OC2(C)CCN(Cc3ccc(OC)c4ccccc34)C2)cc1 (stereo not drawn)
 : 7.0	-1.2	6.0	·	·	1.7	-5.1	0.2
47: COc1cccc(OC)c1C(=O)Nc1ccccc1NC(=O)c1c(OC)cccc1OC
 : 0.4	-13.6	-0.5	-6.0	-5.7	-7.2	-1.2	·
48: CCCC#Cc1cnc2c(c1)C(=O)N([C@H](C)CO)C[C@H](C)[C@@H](CN(C)C(=O)c1ccc3c(c1)OCO3)O2
 : -1.1	2.8	-0.1	-1.7	4.0[16.7 µM]	-11.2	-0.5	0.2
49: O=C(N/N=C\c1cccnc1)c1ccccc1O
 : -0.6	4.8	-3.8	18.8	-2.0	-7.2	1.5	·
50: COc1cccc(C(=O)Nn2c(C)nnc2-n2nc(C)cc2C)c1
 : ·	-12.0	1.5	19.8	-2.6	·	-1.5	·
51: Cc1cccc(NC(=O)CSCC(=O)OCc2ccccn2)c1
 : -4.2	-7.2	1.7	-6.0	-1.1	3.4	-0.2	0.3
52: CCNc1c2c(nc3ccccc13)CC(C)(C)CC2=O
 : ·	17.4	6.3	6.6	-2.8	·	-3.1	·

Source: PubChem (Broad Institute)
